# IDE act: boosts human insulin-degrading enzyme activity in HEK cells | P14735 | FAbeta-B cleavage, fluorescence polarization; 0% vehicle, 100% cell-free pure enzyme wells | activation, % at 5.96 µM | hit rate 0.073% among 340,000;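 active means activation above the mean of all tested compounds plus 3 SD, set per screening campaign, cut at about 17% in these data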
# Target sequence (P14735 whole entry, looked up): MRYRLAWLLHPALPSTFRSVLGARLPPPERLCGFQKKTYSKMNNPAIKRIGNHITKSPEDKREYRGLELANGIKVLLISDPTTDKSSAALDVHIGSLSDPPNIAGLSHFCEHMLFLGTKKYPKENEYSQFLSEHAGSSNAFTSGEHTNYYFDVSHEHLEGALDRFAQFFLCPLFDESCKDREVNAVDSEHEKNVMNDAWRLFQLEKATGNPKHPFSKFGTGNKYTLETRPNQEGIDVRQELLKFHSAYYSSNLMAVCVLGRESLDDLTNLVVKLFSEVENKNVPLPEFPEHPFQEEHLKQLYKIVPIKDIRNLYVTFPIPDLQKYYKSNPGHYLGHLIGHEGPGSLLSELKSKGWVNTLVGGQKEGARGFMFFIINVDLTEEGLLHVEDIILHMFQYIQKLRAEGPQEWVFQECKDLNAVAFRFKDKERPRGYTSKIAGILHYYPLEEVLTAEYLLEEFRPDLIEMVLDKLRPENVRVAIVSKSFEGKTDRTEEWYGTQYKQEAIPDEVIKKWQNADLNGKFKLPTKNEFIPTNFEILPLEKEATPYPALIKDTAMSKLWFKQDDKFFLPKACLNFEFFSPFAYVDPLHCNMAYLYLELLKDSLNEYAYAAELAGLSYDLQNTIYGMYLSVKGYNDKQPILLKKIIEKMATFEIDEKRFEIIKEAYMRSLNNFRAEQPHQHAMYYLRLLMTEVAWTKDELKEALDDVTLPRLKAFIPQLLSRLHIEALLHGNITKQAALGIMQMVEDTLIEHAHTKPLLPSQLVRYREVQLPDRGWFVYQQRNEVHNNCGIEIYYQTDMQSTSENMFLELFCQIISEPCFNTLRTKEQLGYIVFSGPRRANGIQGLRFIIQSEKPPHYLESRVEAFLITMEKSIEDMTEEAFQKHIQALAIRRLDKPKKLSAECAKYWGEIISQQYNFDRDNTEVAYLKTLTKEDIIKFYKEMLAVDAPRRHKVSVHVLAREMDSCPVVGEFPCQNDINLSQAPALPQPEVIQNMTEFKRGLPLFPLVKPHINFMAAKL
# An asterisk follows results filed as active; & = joins results of further samples. The list is partial; rates above refer to the full screens.
IDE act	smiles
3.8	COc1ccc(C(c2c(NC(=O)c3ccco3)sc(C)c2C)N2CCOCC2)cc1 (configuration not stated)
4.8	COc1ccc2[nH]c3c(c2c1)CCN1C(=O)C(CC(=O)NCC24CC5CC(CC(C5)C2)C4)C[C@H](C(=O)N(C(C)C)C(C)C)[C@@]31C (some centres not stated)
1.7	Cc1cc(=O)oc2cc(OCC(=O)NC3CCCCC3)c(Cl)cc12
3.6	CC(CN1CCN(CC(C)C(=O)c2ccccc2)CC1)C(=O)c1ccccc1 (configuration not stated)
-3.6	CN(Cc1cccc(Cl)c1Cl)C(=O)c1ccccc1SCC(=O)N1CCCC1
5.3	COc1ccc(-c2c(C#Cc3ccsc3)c3cc(-c4ccc5[nH]ccc5c4)ccc3n2C)cc1
4.0	O=C(Nc1ncccn1)c1ccc([N+](=O)[O-])cc1[N+](=O)[O-]
-0.6	NC(=O)c1ccc(NC(=O)COC(=O)CCN2C(=O)c3ccccc3C2=O)cc1
0.6	CCN(C(=O)COC(=O)c1cccc(C)c1[N+](=O)[O-])c1c(N)n(Cc2ccccc2)c(=O)[nH]c1=O
3.8	Cc1cccc(NC(=O)C2CCN(S(=O)(=O)c3ccc4ccccc4c3)CC2)n1

# Of the compounds above, three contain four or more nitrogen atoms:
IDE act	smiles
4.8	COc1ccc2[nH]c3c(c2c1)CCN1C(=O)C(CC(=O)NCC24CC5CC(CC(C5)C2)C4)C[C@H](C(=O)N(C(C)C)C(C)C)[C@@]31C (some centres not stated)
4.0	O=C(Nc1ncccn1)c1ccc([N+](=O)[O-])cc1[N+](=O)[O-]
0.6	CCN(C(=O)COC(=O)c1cccc(C)c1[N+](=O)[O-])c1c(N)n(Cc2ccccc2)c(=O)[nH]c1=O

# The results go on.
IDE act	smiles
1.9	O=C(CCNS(=O)(=O)c1c(Cl)cccc1Cl)N1CCCC1
5.2	CCOCCOC(=O)c1ccc(NC(=O)c2cc3ccccc3o2)cc1
0.7	Cn1cncc1C#Cc1ccc2c(=O)c3ccccc3oc2c1
-0.3	CC(C)c1ccc(/C=N/NC(=O)c2ccc(-n3cnnn3)cc2)cc1
1.7	CN(C)S(=O)(=O)c1ccc(C(=O)N2CCN(C(=O)C3CCCO3)CC2)cc1 (configuration not stated)
3.1	CCOc1ccc(CCNC(=O)COC(=O)c2c(OC)cccc2OC)cc1OCC
-0.6	COc1ccc(NC(=O)COC(=O)c2ccc(C)c(S(=O)(=O)N3CCCCC3)c2)cc1
2.1	O=C(O)C1CCCCN1C(=O)c1cc2c(s1)CCCCC2 (configuration not stated)
2.9	CCN(Cc1nc2ccccc2c(=O)[nH]1)C(=O)C1CC(=O)N(c2cccc3ccccc23)C1 (configuration not stated)
2.6	O=C(C=Cc1ccco1)N1CCOCC1
-0.9	COc1ccc(CCNC(=O)COC(=O)Cc2ccccc2[N+](=O)[O-])cc1
-3.5	CCc1nc(SCc2cc(=O)[nH]c3ccccc23)c2c(C)c(C)sc2n1
-22.0	Nc1ccc2c3c(cccc13)-c1ccccc1-2
2.5	CC1(C2CC2)NC(=O)N(CC(=O)Nc2cc(S(=O)(=O)N3CCCCC3)ccc2Cl)C1=O (configuration not stated)
-0.4	CC(C)(Cc1ccccc1)/[N+]([O-])=C\c1ccc(C(F)(F)F)cc1
6.4	Cc1ccc2c(c1)C1CN(C)CCC1N2S(=O)(=O)c1cccc(C(F)(F)F)c1 (configuration not stated)
0.0	CN(CC(=O)Nc1ccc(F)cc1)CC(=O)N1CCCCCC1
0.2	CCCOc1ccc(Oc2ccc(S(=O)(=O)N3CCN(C)CC3)cn2)cc1
-4.5	Oc1[nH]c2ccccc2c1N=Nc1ccccc1Cl
1.4	CC(C)(C)C(=O)N1CCN(S(=O)(=O)c2ccc3c(c2)OCCCO3)CC1
3.8	CN(CC(=O)Nc1ccc(Cl)c(C(F)(F)F)c1)C(=O)CCc1nc2ccccc2c(=O)[nH]1
-1.3	C[C@@H]1CN([C@H](C)CO)C(=O)c2cc(NC(=O)C3CCCCC3)ccc2O[C@@H]1CN(C)Cc1ccncc1
-6.0	COc1ccc(N2CCN(C(=O)COC(=O)COc3ccc(C#N)cc3)CC2)cc1
2.8	CCOc1ccc(OCCC(=O)NNC(=O)c2cc(OC)c(OC)c(OC)c2)cc1
2.2	CN(C)/N=C/C=C1\CC/C(=C\c2ccc(F)c(F)c2)C1=O
0.9	O=C(O)c1cc(O)ccc1O
4.0	O=C(COC(=O)c1cccc(F)c1)Nc1ccc2c(c1)OCCO2
2.2	CN(c1ccccc1)S(=O)(=O)c1ccc(C(=O)N2CCN(c3ccccc3F)CC2)cc1
-1.5	Cc1ccc(NC(=O)CN(C)C(=O)c2cc(C)on2)cc1
3.9	CCC(C)c1ccccc1NC(=O)C(C)Sc1n[nH]c(N)n1 (configuration not stated)

# Individual results from the results shown.
# `CN(CC(=O)Nc1ccc(Cl)c(C(F)(F)F)c1)C(=O)CCc1nc2ccccc2c(=O)[nH]1` in IDE act → 3.8
# `COc1ccc(N2CCN(C(=O)COC(=O)COc3ccc(C#N)cc3)CC2)cc1` in IDE act → -6.0
# `O=C(O)c1cc(O)ccc1O` in IDE act → 0.9

# (listing goes on)
IDE act	smiles
8.3	Cc1cc(NC(=O)CSCC(=O)OCC(=O)Nc2ccc(OC(F)F)cc2)no1
-1.9	O=C(O)C1CCN(C(=O)CSc2nnc(-c3ccccc3)o2)CC1
-2.6	Cc1sc2ncnc(SCC(=O)Nc3ncccc3O)c2c1C
6.1	CCN(c1ccccc1)S(=O)(=O)c1cc2c3c(c1)CCN3C(=O)CC2
2.1	Cc1nc2ccc(NC(=O)[C@@H](NC(=O)c3c(F)cccc3F)C(C)C)cc2s1
5.2	CN(C(=O)c1cccc(S(=O)(=O)N2CCOCC2)c1)c1c(N)n(Cc2ccccc2)c(=O)[nH]c1=O
2.6	Cc1ccc(/C=C/C(=O)OCC(=O)c2ccc3c(c2)NC(=O)CO3)o1
1.0	CCN1CCN(c2ccc(S(=O)(=O)N3CCCCC3)cc2NC(=O)c2ccccc2)CC1
1.1	CN(CC(=O)NCc1ccc2c(c1)OCO2)CC(=O)Nc1ccc(F)c(F)c1F
1.0	COc1ccc(S(=O)(=O)NCc2ccccn2)cc1NC(=O)c1ccc(C)cc1

# 7 entries from above, arranged by molar mass, smallest number first:
IDE act	smiles
2.6	Cc1ccc(/C=C/C(=O)OCC(=O)c2ccc3c(c2)NC(=O)CO3)o1
-2.6	Cc1sc2ncnc(SCC(=O)Nc3ncccc3O)c2c1C
-1.9	O=C(O)C1CCN(C(=O)CSc2nnc(-c3ccccc3)o2)CC1
2.1	Cc1nc2ccc(NC(=O)[C@@H](NC(=O)c3c(F)cccc3F)C(C)C)cc2s1
1.1	CN(CC(=O)NCc1ccc2c(c1)OCO2)CC(=O)Nc1ccc(F)c(F)c1F
1.0	COc1ccc(S(=O)(=O)NCc2ccccn2)cc1NC(=O)c1ccc(C)cc1
1.0	CCN1CCN(c2ccc(S(=O)(=O)N3CCCCC3)cc2NC(=O)c2ccccc2)CC1

# (continued)
IDE act	smiles
5.6	C[C@H]1CN=C(N(C)C)N1CCc1cccc(F)c1
1.4	C=CCn1c(COc2ccc(OC)cc2)nnc1SC(C)C(=O)NC1CC1 (configuration not stated)
1.5	Cc1oc(-c2ccccc2)nc1C(=O)OCC(=O)NCc1ccccc1
-3.1	O=C(CCc1ccc(S(=O)(=O)N2CCOCC2)cc1)Nc1c(F)cccc1F
-2.4	COc1ccc(CCNC(=O)COC(=O)c2cc(=O)[nH]c3ccccc23)cc1
3.8	Cn1cc(S(=O)(=O)NC[C@H]2O[C@@H](n3cnc4c(N)ncnc43)[C@H](O)[C@@H]2O)cn1
-19.2	COC(=O)c1sc2nc(C)nc(SCC(=O)Nc3sccc3C(N)=O)c2c1C
5.8	CCN1CCN(c2ccc(S(=O)(=O)N3CCCCC3)cc2NC(=O)CC(C)c2ccccc2)CC1 (configuration not stated)
7.9	CCN(CC(=O)Nc1c(F)cccc1F)C(=O)Cc1csc(-c2ccccc2)n1
1.2	CCOC(=O)C(=O)NCC(c1ccco1)S(=O)(=O)c1cccs1 (configuration not stated)
4.8	O=C(O)C1CCCCN1C(=O)c1ccc(S(=O)(=O)N2CCCC2)cc1 (configuration not stated)
4.6	Cc1ccc(C)c(N2CCN(C(=O)CCc3nc(-c4ccccc4C(F)(F)F)no3)CC2)c1
0.6	Cc1ccc(-n2c(SCC(=O)N(C)C3CCS(=O)(=O)C3)nc3ccccc3c2=O)c(C)c1 (configuration not stated)
2.5	CCOC(=O)[C@@H]1[C@H]2COc3ccccc3[C@@H]2N2C(=O)N(c3ccc(Br)cc3)C(=O)[C@]12C
2.6	NC(=O)c1ccsc1NC(=O)CSc1ncnc2sccc12
-2.2&5.6	C=C1C[C@]23C[C@@]1(O)CC[C@H]2[C@@]12C=C[C@H](O)[C@@](C)(C(=O)O1)[C@H]2[C@@H]3C(=O)O
0.3	O=C(CSc1nnc(-c2cccnc2)o1)Nc1cccc(F)c1
-7.9	Cc1ccc(NC(=O)COC(=O)c2c(C)nn(-c3ccccc3)c2C)cc1
2.1	COc1ccc(NC(=O)CN(C)S(=O)(=O)c2ccc(Cl)cc2)cn1
0.8	CCSc1nsc(NC(=O)Nc2ccccc2Cl)n1
4.8	COc1cc(NS(C)(=O)=O)ccc1Nc1c2ccccc2nc2ccccc12
-2.0	Cc1ccc(S(=O)(=O)NCc2cccnc2)cc1C(=O)NC1CCCCC1
7.4	Cc1ccc([C@@H]2CC=C(C(=O)O)[C@H](c3ccc(Cl)cc3)N2S(=O)(=O)c2ccccc2C)cc1
-0.8	Cc1nnc(SCC(=O)NNC(=O)c2ccco2)s1
-0.1	CCCCN1CC(=O)N2[C@H]3c4cc(OC)ccc4OC[C@@H]3[C@H](C(=O)OCC)[C@]2(C)C1=O
-3.7	O=C(CN1C(=O)NC2(CCCC2)C1=O)NNC(=O)c1ccccc1F
1.3	Cc1ccc(C2(C)NC(=O)N(CC(=O)N(C)CC(=O)Nc3cccc4ccccc34)C2=O)cc1 (configuration not stated)
2.0	CCN(CC)CCn1c2c(c(SCC(=O)Nc3cccc(C(C)=O)c3)nc1=O)CCCC2
0.9	N#CCSc1ccc(S(=O)(=O)N2CCOCC2)cn1
-2.5	O=C(NCC(c1ccco1)N1CCc2ccccc21)c1ccc([N+](=O)[O-])cc1 (configuration not stated)
0.2	CC(C)N(Cc1ccccc1)C(=O)CN1C(=O)NC2(CCCC2)C1=O
-2.7	COc1cccc(-c2sc3ccc(OC)cc3c2-c2cc(F)cc(OC)c2)c1
3.6	CC(C)CN(C(=O)c1ccc(S(=O)(=O)N2CCCC2)cc1)C1CCS(=O)(=O)C1 (configuration not stated)
0.5	CC(NCC(=O)Nc1cc(S(=O)(=O)N2CCOCC2)ccc1Cl)c1ccc(Cl)cc1Cl (configuration not stated)
6.0	O=C(NOCc1ccccc1)c1ccc(Cl)cc1
-13.5	Ic1ccc(N2CCN(Cc3c[nH]c4ncccc34)CC2)cc1
5.5	COc1ccc(C(=O)OCC(=O)NCCN2C(=O)CSC2=O)cc1[N+](=O)[O-]
-5.0	Cn1c(N)c(C(=O)CSc2n[nH]c(-c3ccccc3)n2)c(=O)n(C)c1=O
4.2	COc1ccc(C(=O)NCCS(=O)(=O)NCc2ccc3c(c2)OCO3)cc1
-0.3	O=C(CCl)Nc1ncc(S(=O)(=O)c2ccc([N+](=O)[O-])cc2)s1
-4.0	COc1ccccc1OCC(=O)OCC(=O)NC1CCCCC1
3.2	Cc1ccc(OCCOC(=O)c2cc(S(=O)(=O)N3CCCCC3)ccc2N2CCOCC2)cc1
5.2	Cc1cc(C)c(NC(=O)COC(=O)Cn2nc(-c3ccccc3)oc2=O)c(C)c1
3.0	COc1cccc(CN(C)CC(=O)Nc2cccc(S(=O)(=O)N(C)c3ccccc3)c2)c1OC
-0.3	CC(NC(=O)C(NS(=O)(=O)c1cccs1)C(C)C)c1ccc(S(N)(=O)=O)cc1 (configuration not stated)
5.4	CC1CCN(C(=O)CN2C(=O)NC(c3ccccc3)(c3ccccc3)C2=O)CC1
3.5	O=c1[nH]c(NCCO)c(N=Cc2ccccc2)c(=O)[nH]1
1.3	COc1cc(Cl)c(C)cc1NC(=O)COC(=O)C1=NN(c2ccccc2)C(=O)CC1
6.5	OC[C@H]1O[C@@](CO)(O[C@H]2O[C@H](CO)[C@@H](O)[C@H](O)[C@H]2O)[C@@H](O[C@H]2O[C@H](CO)[C@@H](O)[C@H](O)[C@H]2O)[C@@H]1O
-4.4	Cc1ccc(S(=O)(=O)Nc2ccc(-n3c(C)nc4ccccc4c3=O)cc2)cc1

# The listing continues:
IDE act	smiles
4.1	C#CC(C)(O)C1CC(CC(=O)O)C1(C)C (configuration not stated)
-3.1	O=C(COC(=O)c1ccccc1Br)NCc1cccs1
-4.9	COc1ccccc1N1CCN(CC(=O)Nc2ccccc2C(=O)NC(C)c2ccccc2)CC1 (configuration not stated)
2.0	CC(C)(C)OC(=O)N(CCc1ccccc1)Cc1ccccc1OCc1cccc(NC(=O)C2CC2)c1
1.4	CC1CN(C2CCCCC2)C(=S)NC1=O (configuration not stated)
4.1	Cc1ccc([N+](=O)[O-])cc1S(=O)(=O)Nc1ccc(C(=O)N2CCN(C(=O)c3ccco3)CC2)cc1
2.4	Cc1cccc(C(=S)N2CCOCC2)n1
-0.1	Cc1onc(-c2c(F)cccc2Cl)c1C(=O)NCc1ccc(S(N)(=O)=O)cc1
6.3	Cc1ccc(S(=O)(=O)N2CCC(C(=O)OCc3c(C)noc3C)CC2)cc1C
-6.5	COc1ccc(NC(=O)CN2CCc3ccccc3C2)cc1
-8.1	Cc1c(C2(O)CCCCC2)[nH]c2ccc(C(F)(F)F)cc12
6.0	COc1ccccc1NC(=O)CON=C(N)CC(=O)NC1CCCCC1
2.8	O=C(CCNC(=O)c1ccc(Cl)cc1)Nc1nc2ccccc2[nH]1
1.3	O=C(COC(=O)CSc1ccc(Cl)cc1)Nc1ccc2[nH]c(=O)[nH]c2c1
3.8	Cc1cc(C(=O)CCC(=O)N2CCN(c3ccccc3O)CC2)c(C)s1
9.7	CCOc1ccc2nc3cc(N=Nc4ccc(N)nc4N)ccc3c(N)c2c1
2.1	CN(C(=O)c1ccc(NC(=O)Cc2ccc(NC(=O)C3CCCN(C(=O)C4CCCCC4)C3)cc2)cc1)C1CCCC1 (configuration not stated)
0.4	O=C(O)c1cccc2c1C(=O)c1cc(Br)ccc1S2(=O)=O
1.1	Cc1ccc(NC(=O)COC(=O)c2cc(=O)c3ccccc3o2)c(Br)c1
2.5	O=C(CN1CCN(S(=O)(=O)c2ccc(F)c(Cl)c2)CC1)N1CCOCC1

# Bioassay records as filed in PubChem BioAssay.
